Screening data as filed in PubChem.
uPA surface inh: inhibitors of cell surface uPA generation; Potency, µM (series often up to 38.3 µM), without a hit: top-dose activity change, negative = inhibition, most hits filed as inhibitors; cell surface uPA generation assay, qHTS; 330,000 tested, 0.31% active; active = well fitted inhibition curve with a large enough effect; inconclusive = small, poorly fitted or top-dose-only effect; inactive = no such curve, though single readings can be large or run the other way; tested in mouse RAW 264.7 cells; also: % is scaled to controls: 0 for no effect and ±100 for the full control effect; nearly all actives have a fitted effect of over 55% in size
RORgamma inh: blocks mouse ROR gamma transcriptional activity. 310,000 tested, 5.4% active. Potency, µM (series often up to 53.6 µM), for inactives: at the highest dose activity change, negative = inhibition, actives largely listed as inhibitors. AID 2551. Drosophila S2 Gal4-RORgamma UAS-luciferase reporter, 20 h; also: % is scaled to controls: 0 for no effect and ±100 for the full control effect; nearly all actives have a fitted effect of over 60% in size
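Read-out: Photinus luciferase luminescence; inhibitors lower reporter signal. Insect Schneider cells with Gal4-ROR gamma fusion under metallothionein promoter, UAS reporter; 700 uM final copper sulfate induction, 20 hr, ambient temperature.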
MLL CXXC-DNA inh: MLL CXXC-DNA interaction inhibition | Q03164 | MLL-CXXC / FITC-HOXA9 DNA fluorescence polarization | Potency, µM (top dose mostly 115 µM), inactives show top-dose activity change, negative = inhibition, most hits filed as inhibitors | 290,000 tested, 0.037% active | AID 2662; active = well fitted inhibition curve with a large enough effect in the polarisation, with a control signal flat, not every such curve was filed as active; inconclusive = small, poorly fitted or top-dose-only effect, or effect the other way, or a change in a side signal; inactive = no such curve, though single readings can be large or run the other way; the % refers to the polarisation
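Purified MLL-CXXC (added from a 7 uM solution) was preincubated 5 min at ambient with pinned compounds in 50 mM Tris-HCl pH 7.5, 50 mM NaCl, 1 mM DTT, 0.05% BSA. Fluorescein-labeled HOX-A9 DNA (50 nM solution) followed, 30 min, then polarization read.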
Gal4-VP16 FLuc: inhibits Gal4-VP16 luciferase reporter, ROR gamma counter-screen. Drosophila S2 Gal4-VP16 UAS-luciferase, luminescence, 20 h. Potency, µM (series often up to 53.6 µM), for the others: top-dose activity, negative = inhibition, hits mostly inhibitors. 310,000 tested, 3.5% active;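 also: Gal4-VP16 expression switched on by copper sulfate through the metallothionein promoter; % is scaled to controls: 0 for no effect and ±100 for the full control effect; nearly all actives have a fitted effect of over 50% in size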
Rab9 prom act: activates the Rab9 promoter | AID 485297 | 320,000 tested, 2.8% active | Potency, µM (top dose mostly 9.22 µM), without a hit: at the highest dose activation, negative = inhibition, usual class: activators | Huh7 Rab9 promoter-luciferase reporter, luminescence, 24 h; also: % of control where 0% means no effect; nearly all actives have a fitted effect of over 60% in size
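Measured in stably transfected Huh7 cells bearing a Rab9 promoter–luciferase construct: 24 h compound treatment at 37 °C, followed by luminescence detection.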
p53 reactivator: mutant p53 re-activation in reporter cells; H1299 p53-A138V BP100-luciferase reporter, luminescence, 24 h; Potency, µM (highest dose often 92.2 µM), inactives show at the highest dose activity change, positive = activation, most hits filed as activators; 320,000 tested, 0.063% active; AID 504706; also: % of control where 0% means no effect; nearly all actives have a fitted effect of over 45% in size
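H1299 (p53-null), stable ts p53-A138V + BP100-Luc; 1000 cells/well, Opti-MEM/10% FBS; cpd 4 pt, 1:5; 24 h, 37 deg C, 5% CO2; detection reagent 10 min RT; luminescence.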
FLuc counter: firefly luciferase modulation, counter-screen for miR-21 project. P08659. purified FLuc, Km substrates, luminescence inhibition. Potency, µM (series often up to 57.5 µM), for inactives: at the highest dose activity change, negative = inhibition, usual class: inhibitors. 360,000 tested, 6.9% active;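 also: plate controls were vehicle for no effect and reference inhibitor for full effect; nearly all actives have a fitted effect of over 55% in size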
Target sequence (P08659 whole entry, looked up): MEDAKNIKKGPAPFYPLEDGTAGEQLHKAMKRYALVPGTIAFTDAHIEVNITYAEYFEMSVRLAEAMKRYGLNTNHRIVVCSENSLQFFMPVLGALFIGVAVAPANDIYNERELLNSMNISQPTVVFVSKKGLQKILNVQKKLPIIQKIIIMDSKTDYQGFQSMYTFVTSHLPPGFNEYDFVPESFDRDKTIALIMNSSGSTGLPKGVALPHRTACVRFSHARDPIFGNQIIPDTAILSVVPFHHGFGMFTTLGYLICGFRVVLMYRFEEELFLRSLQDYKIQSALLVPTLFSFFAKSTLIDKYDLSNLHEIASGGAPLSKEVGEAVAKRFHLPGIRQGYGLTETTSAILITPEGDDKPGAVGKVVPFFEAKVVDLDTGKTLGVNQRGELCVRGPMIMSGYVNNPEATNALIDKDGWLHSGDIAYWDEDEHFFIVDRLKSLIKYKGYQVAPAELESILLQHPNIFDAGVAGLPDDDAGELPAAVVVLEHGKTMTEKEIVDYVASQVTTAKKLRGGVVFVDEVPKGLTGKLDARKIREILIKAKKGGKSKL
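Biochemical qHTS of compounds, final roughly 60 µM downward over six points, against 10 nM purified firefly luciferase using Km concentrations of substrates (10 uM D-luciferin, 10 uM ATP) in Tris acetate pH 7.5 buffer; luminescence output.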
BRCA1 expr up: BRCA1 expression activation; MCF7-BRCA1-FFLuc reporter, luminescence, 48 h; response scale: scaled: vehicle 0%, 10 µM genistein 100%; Potency, µM (doses to about 46.1 µM), without a hit: at the top dose activation, usual class: activators; 380,000 tested, 1.1% active; AID 624202; also: nearly all actives have a fitted effect of over 80% in size; some results filed as inactive show a strong effect at the top dose
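Activators of BRCA1 expression were detected as increased firefly luciferase luminescence in engineered MCF7 cells after 48 h compound incubation. Signals were scaled to genistein 10 microM as full activation.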
NPC1 promoter act: NPC1 promoter activation; Huh7 NPC1 promoter luciferase reporter, 24 h; Potency, µM (top dose mostly 9.22 µM), inactives show at the top dose activation, hits mostly activators; 320,000 tested, 2.4% active; AID 485313;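 also: % of control where 0% means no effect; nearly all actives have a fitted effect of over 60% in size; reporter is driven by a mutant NPC1 promoter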
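Huh7 cells stably carrying NPC1 promoter–luciferase, plated in Opti-MEM with 10% FBS for 2 h, were exposed to compound in DMSO for 24 h at 37 °C; luciferase reagent was added for 10 min and luminescence read.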
MBNL1 CUG block: inhibitors of human MBNL1 binding to CUG repeat RNA; Q9NR56; TR-FRET MBNL1-His/biotin-(CUG)12 binding, 665/545 ratio; Potency, µM (series often up to 57.5 µM), for the others: top-dose activity change, negative = inhibition, hits mostly inhibitors; 280,000 tested, 0.036% active; AID 2675; active = well fitted inhibition curve with a large enough effect in the signal ratio, with a control signal flat, not every such curve was filed as active; inconclusive = small, poorly fitted or top-dose-only effect, or effect the other way, or a change in a side signal; inactive = no such curve, though single readings can be large or run the other way; the % refers to the signal ratio; also: % is scaled to controls: 0 for no effect and ±100 for the full control effect
Target sequence (Q9NR56 whole entry, looked up): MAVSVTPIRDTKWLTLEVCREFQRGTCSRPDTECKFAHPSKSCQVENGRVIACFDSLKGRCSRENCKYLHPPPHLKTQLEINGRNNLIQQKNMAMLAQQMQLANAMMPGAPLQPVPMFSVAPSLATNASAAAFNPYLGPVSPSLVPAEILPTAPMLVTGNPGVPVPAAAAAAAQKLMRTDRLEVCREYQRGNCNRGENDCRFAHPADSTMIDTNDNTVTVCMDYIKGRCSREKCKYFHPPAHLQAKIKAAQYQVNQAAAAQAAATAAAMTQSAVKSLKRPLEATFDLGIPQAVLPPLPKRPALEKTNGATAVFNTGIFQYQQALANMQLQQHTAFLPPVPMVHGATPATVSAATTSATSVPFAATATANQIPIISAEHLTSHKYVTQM
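Inhibition of protein-RNA binding appears as loss of TR-FRET between terbium anti-His antibody on MBNL1-His and streptavidin-XL665 on biotin-(CUG)12. Activity is normalized to buffer-only and uninhibited-complex controls.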
ELG1 genotoxic: genotoxicity induction in ELG1-luciferase HEK293T cells; HEK293T ELG1-luciferase reporter, luminescence, 16 h; Potency, µM (titrated, usually from 46 µM), without a hit: top-dose activity change, positive = activation, hits mostly activators; 330,000 tested, 1.3% active; also: % of control where 0% means no effect; nearly all actives have a fitted effect of over 60% in size
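Reporter readout depends on ELG1 protein level, which increases with genetic stress. After 16 hr compound exposure at 37 °C, luciferase activity was quantified using ONE-Glo.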
An asterisk follows results filed as active; ? = inconclusive; nt = not tested or not shown; [ ] = another dose, or the depositor's remark. Unless noted, calls follow the shape of the dose curve; as a rule, active = well fitted curve in the direction sought with a large enough effect; inconclusive = small, poorly fitted or top-dose-only effect, or another doubt; inactive = no such curve, though single readings can be large; an effect the other way counts as inactive or inconclusive. Potency is read from the fitted curve at half-maximal effect. Some of the compounds tested; count on the stated rates, not on these rows.

SMILES	uPA surface inh	RORgamma inh	MLL CXXC-DNA inh	Gal4-VP16 FLuc	Rab9 prom act	p53 reactivator	FLuc counter	BRCA1 expr up	NPC1 promoter act	MBNL1 CUG block	ELG1 genotoxic
O=C1CC(N2C(=O)/C(=C/C=C/c3ccccc3)SC2=S)C(=O)N1c1ccccc1 (configuration not stated)	3%	6%	9%	1%	-2%	-2%	-2%	-36%	-1%	nt	-1%
CN(CC(=O)Nc1c(Cl)cccc1Cl)C(=O)Cn1[nH]c(=O)c2ccccc2c1=O	19%	nt	nt	nt	-4%	11%	-1%	-32%	-4%	nt	0%
Cc1cc(C(=O)CCC(=O)Nc2ncccc2C)c(C)s1	-2%	nt	nt	nt	-1%	13%	4%	0%	-1%	nt	0%
Cc1cc(/C=N/NC(=O)COc2cccc3cccnc23)c(C)n1-c1ccc(O)cc1	3%	21%	6%	29%	30%	15%	3.4µM*	2%	20%	5%	5%
Cc1ccccc1NC(=O)c1cccc(C(F)(F)F)c1	0%	8%	12%	-1%	3%	-1%	-5%	1%	-2%	-8%	0%
Cc1c(C)c2c(OCC(=O)NCc3ccco3)cc3c(c2oc1=O)CCC(C)(C)O3	-1%	-7%	0%	3%	1%	6%	4%	-4%	1%	-8%	8%
O=S1(=O)c2ccccc2N=NN1Cc1cc(Cl)cc(Cl)c1	nt	29%	-17%	-16%	nt	nt	-14%	nt	nt	-2%	nt
COc1ccc2c(=O)c(-c3cnn(-c4ccccc4)c3)c(C)oc2c1	-2%	?	6%	-2%	-2%	6%	?	-1%	-9%	-4%	-1%
Cc1cccc(OC2CCN(Cc3c(C(=O)N4CCCC4)nc4ccccn34)CC2)c1	20%	-4%	-1%	3%	1%	-4%	0%	-6%	-2%	-10%	-6%
O=C(COc1ccc(Br)cc1)N1CCN(c2ccc([N+](=O)[O-])c(N3CCCCC3)c2)CC1	-2%	?	1%	-18%	5%	2%	0%	-43%	-3%	10%	-5%
O=c1[nH]cccc1-c1nc2cc(Cl)ccc2n1Cc1ccccc1	-21%	11%	38%[activator]	-4%	0%	0%	-2%	0%	-1%	7%	-5%
CC(C)c1ccc(OCc2ccc(C(=O)N3CCN(c4ccccn4)CC3)cc2)cc1	-5%	?	5%	?	23%	20%	-18%	0%	3%	10%	-11%
N#Cc1cn(CCCOc2ccccc2)c2ccccc12	-6%	-14%	9%	-11%	-2%	6%	-11%	14%	-1%	-1%	-1%
CCc1ccc(NC(=S)NC(=O)c2c(-c3ccccc3Cl)noc2C)cc1	3%	2.5µM*	1%	?	-3%	4%	0%	-16%	-3%	-9%	-1%
CC1CCN(C(=O)CCc2ccc(Oc3cc([N+](=O)[O-])cc([N+](=O)[O-])c3)cc2)CC1	-10%	-16%[10 µM]	0%	2%	2%	-5%	-2%	-64%	-1%	nt	-4%
OC(CNCc1ccccc1)(c1ccc(F)cc1)c1ccc(F)cc1	0%	18%	-7%	-7%	29%	-10%	0%	0%[1.84 µM]	0%	-5%	-4%
O=C(O)CP(=O)(c1ccccc1)c1ccccc1	1%	-20%	-18%	-6%	1%	9%	-1%	5%	7%	-5%	-2%
Cc1ccc(C(C)C)c(OCC(=O)Nn2c(=O)[nH]c3ccccc3c2=O)c1	9%	33%	-3%	2%	-1%	-6%	4%	-18%	2%	?	-2%
O=C(O)c1c[nH]ccc1=O	3%	0%	?	-3%	-5%	-2%	4%	3%	4%	2%	0%
Cc1onc(-c2c(Cl)cccc2Cl)c1C(=O)N1CCN(c2ccc(F)cc2)CC1	1%	1%	18%	-16%	-1%	-4%	4%	-33%	-5%	1%	-14%
CCN(CC)CCCNC(=O)c1cc(-c2ccc(Cl)cc2)on1	nt	-40%	-4%	-19%	6%	?	2%	-14%	15%	-5%	2%
O=C(c1ccc(Cl)cc1)N1CCN(C(=O)C2CCCCC2)CC1	-2%	-15%	46%[activator]	1%	10%	-15%	0%	0%	-3%	-4%	-9%
COc1ccc(N2C(=O)c3cccc4c(N(C)CCO)ccc(c34)C2=O)cc1	-4%	-20%	?	-6%	9%	nt	-10%	-9%	2%	?	3%
Cc1cccc(C(=O)N2CC(=O)Nc3ccc(F)cc3C2c2ccc(F)cc2)c1 (configuration not stated)	2%	?	37%[activator]	-10%	-2%	-7%	0%	-11%	-3%	4%	-6%
Cc1ccc(S(=O)(=O)NC(CC(=O)NCC2CCCO2)c2ccccc2)cc1 (configuration not stated)	-11%	-18%	5%	-13%	-10%	10%	0%	4%	-1%	-3%	-3%
COc1ccc(C(=O)N[C@H](C(=O)OCC(=O)NC(=O)c2cccn2C)C(C)C)cc1	-10%	?	6%	-13%	0%	0%	?	-7%	0%	-11%	-4%
CC(O)/C=C/C1OC(=O)CC1Nc1ccc(C=O)cc1 (configuration not stated)	6%	-12%	11%	-3%	-2%	3%	0%	-1%	-8%	-18%	1%
CCOC(=O)N1CCN(c2ccc(F)cc2[N+](=O)[O-])CC1	9%	2%	4%	2%	-10%	2%	4%	13%	-1%	?	0%
O=C(Cn1cc(C(F)(F)F)ccc1=O)N/N=C/c1ccc(Cl)cc1	0%	1%	-4%	3%	-4%	5%	3%	4%	-5%	nt	0%
Cc1cc(C)n(-c2ncnc3sc4c(c23)CC(C)CC4)n1 (configuration not stated)	7%	?	11%	-3%	-1%	-4%	2%	-3%	-1%	-4%	1%

Structural class, the entries above with an NH in an aromatic ring.
SMILES	uPA surface inh	RORgamma inh	MLL CXXC-DNA inh	Gal4-VP16 FLuc	Rab9 prom act	p53 reactivator	FLuc counter	BRCA1 expr up	NPC1 promoter act	MBNL1 CUG block	ELG1 genotoxic
CN(CC(=O)Nc1c(Cl)cccc1Cl)C(=O)Cn1[nH]c(=O)c2ccccc2c1=O	19%	nt	nt	nt	-4%	11%	-1%	-32%	-4%	nt	0%
O=c1[nH]cccc1-c1nc2cc(Cl)ccc2n1Cc1ccccc1	-21%	11%	38%[activator]	-4%	0%	0%	-2%	0%	-1%	7%	-5%
Cc1ccc(C(C)C)c(OCC(=O)Nn2c(=O)[nH]c3ccccc3c2=O)c1	9%	33%	-3%	2%	-1%	-6%	4%	-18%	2%	?	-2%
O=C(O)c1c[nH]ccc1=O	3%	0%	?	-3%	-5%	-2%	4%	3%	4%	2%	0%

Additional results follow:
SMILES	uPA surface inh	RORgamma inh	MLL CXXC-DNA inh	Gal4-VP16 FLuc	Rab9 prom act	p53 reactivator	FLuc counter	BRCA1 expr up	NPC1 promoter act	MBNL1 CUG block	ELG1 genotoxic
CC(CNC(=O)CC(C)(C)C)NC(=O)CC(C)(C)C (configuration not stated)	5%	-8%	10%	-1%	-1%	-2%	4%	-1%	-3%	?	2%
COc1ccc(NC(=O)C2CCN(C(=O)Cc3ccccc3)CC2)cc1OC	0%	-11%	1%	-3%	13%	-3%	0%	-3%	-3%	-3%	0%
C=CCNC(=S)NNC(=O)c1ccc(C)c(Cl)c1	1%	-20%	37%	3%[10 µM]	-5%[1.84 µM]	5%	4%	11%	-5%	-6%	-6%
COc1ccc(S(=O)(=O)N2CCOCC2)cc1NC(=O)c1ccc(-n2nc(C)cc2C)cc1	0%	5%	16%	0%	-5%	2%	-2%	0%	-2%	-5%	2%
CCOCCCNC(=O)c1c(C)[nH]c(C(=O)OCC)c1C	nt	-16%	0%	-2%	8%	1%	-2%	10%	-1%	-11%	-1%
O=c1[nH]c2cccnc2n1-c1ccc([N+](=O)[O-])cc1	-6%	-3%	0%	-9%	-2%	9%	0%	-45%	3%	?	-3%
Cc1cc(=O)oc2cc(NC(=O)CN3C(=O)NC(C)(c4ccccc4)C3=O)ccc12 (configuration not stated)	-3%	nt	nt	nt	1%	5%	-4%	-1%	0%	nt	-6%
Cc1ccccc1NC(=O)Nc1c(C)n(C)n(-c2ccccc2)c1=O	2%	-3%	3%	-13%	-1%	3%	-2%	-16%	1%	-1%	6%

2 successive records out of the list so far, quoted:
SMILES	uPA surface inh	RORgamma inh	MLL CXXC-DNA inh	Gal4-VP16 FLuc	Rab9 prom act	p53 reactivator	FLuc counter	BRCA1 expr up	NPC1 promoter act	MBNL1 CUG block	ELG1 genotoxic
Cc1cc(=O)oc2cc(NC(=O)CN3C(=O)NC(C)(c4ccccc4)C3=O)ccc12 (configuration not stated)	-3%	nt	nt	nt	1%	5%	-4%	-1%	0%	nt	-6%
Cc1ccccc1NC(=O)Nc1c(C)n(C)n(-c2ccccc2)c1=O	2%	-3%	3%	-13%	-1%	3%	-2%	-16%	1%	-1%	6%
